Screening data deposited in PubChem by ICCB-Longwood Screening Facility, Harvard Medical School.
PV pol inh – inhibitors of poliovirus RNA polymerase binding and polymerization. P03300. poliovirus polymerase elongation, fluorescence polarization; active compounds read low. % elongation, % (compound at 16.7 µg/mL). hit rate 0.66% among 150,000; in the data active means % elongation below about 90%; further: some results filed as inactive read as strong as hits
Target sequence (P03300 1749-2209 limits assumed): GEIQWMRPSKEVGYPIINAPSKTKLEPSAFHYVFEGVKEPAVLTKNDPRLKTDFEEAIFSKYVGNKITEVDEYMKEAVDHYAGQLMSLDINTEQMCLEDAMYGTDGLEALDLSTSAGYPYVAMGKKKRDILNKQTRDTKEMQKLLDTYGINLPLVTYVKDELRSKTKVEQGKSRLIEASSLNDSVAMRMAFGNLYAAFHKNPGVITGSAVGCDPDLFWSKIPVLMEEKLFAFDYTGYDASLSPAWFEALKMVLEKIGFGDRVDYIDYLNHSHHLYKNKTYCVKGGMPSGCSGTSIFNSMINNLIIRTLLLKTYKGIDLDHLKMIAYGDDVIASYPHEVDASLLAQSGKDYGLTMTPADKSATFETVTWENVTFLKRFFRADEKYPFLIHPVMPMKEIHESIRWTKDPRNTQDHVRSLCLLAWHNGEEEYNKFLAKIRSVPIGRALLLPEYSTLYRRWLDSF
PV pol inh FP z-score – second read-out of PV pol inh, no call of its own (marks repeat the call); z-score; measured here: FP z-score; hits read low
* hit, by the source's call.

Start of the data: the first three compounds, ahead of the listing:
SMILES | PV pol inh | PV pol inh FP z-score
O=S(=O)(N/N=C/c1ccccc1)c1ccccc1 | 99 | -0.1
Cc1ccc(CNC(=O)c2c(Nc3c(C)cccc3C)sc(C(=O)c3ccccc3)c2N)cc1 | 107 | 0
COc1ccc(OCC(O)CN2C(=O)c3ccccc3S2(=O)=O)cc1 (centres undefined) | 103 | 0.3

Main list, from the first entry:
SMILES | PV pol inh | PV pol inh FP z-score
O=S(=O)(N/N=C/c1ccccc1)c1ccccc1 | 99 | -0.1
Cc1ccc(CNC(=O)c2c(Nc3c(C)cccc3C)sc(C(=O)c3ccccc3)c2N)cc1 | 107 | 0
COc1ccc(OCC(O)CN2C(=O)c3ccccc3S2(=O)=O)cc1 (centres undefined) | 103 | 0.3
C=CCN(CC=C)C(=O)c1cccc(OC)c1 | 105 | 0.2
N#Cc1ccccc1NC(=O)COc1ccc2ccc(=O)oc2c1 | 100 | -0.3
Cc1nc(SCc2ccccc2C#N)n(C2CCCC2)c1C | 106 | 0.6
Cc1ccc(Cl)cc1NC(=O)CN1C(=O)C(C)(C)c2cc(S(=O)(=O)N3CCCCC3)ccc21 | 105 | -0.5
CC1=[N+](CCC#N)c2ccccc2C1(C)C | 119 | 1.5
COc1cc(Nc2nn(-c3ccc(OC(F)(F)F)cc3)nc2C(C)=O)cc(OC)c1 | 112 | 0.9
CN(C)c1ccc(CNC(=O)CCCN2C(=O)CCn3nc(-c4cn(C)c5ccccc45)cc32)cc1 | 104 | -0.5
O=CN/N=C/c1ccc(Cl)cc1 | 97 | -0.4
Cc1cc(-c2onc(C)c2/C(N)=N/O)no1 | 105 | 0.7
CCS(=O)(=O)c1ccccc1C(=O)N(Cc1cccnc1)c1nc2cc(C)c(C)cc2s1 | 110 | 0.8
O=C(NCc1ccc(Cl)cc1Cl)c1ccc(Br)o1 | 102 | 0.2
COC(=O)c1ccc2c(=O)n(-c3ccc(C)cc3)c(Nc3ccccc3)nc2c1 | 102 | 0.7
CCOc1ccc(CN2C(=O)c3ccccc3Sc3ccc(C(=O)NC)cc32)cc1 | 108 | -0.4
COC(=O)c1ccc(CSc2ccc(Br)cc2)o1 | 99 | -0.4
COCCN1C(=O)/C(=C\c2ccc3c(c2)OCO3)SC1=S | 91 | -1.2
O=C1c2cccc3cccc(c23)N1c1ccccc1 | 103 | 0.4
O=C(O)C(Cc1ccccc1)Nc1ncnc2c1oc1ccccc12 (centres undefined) | 102 | 0.1
COc1ccccc1N1CCN(C(=O)C2CCN(S(=O)(=O)c3cnc[nH]3)CC2)CC1 | 109 | 0.9
CC(C)C1CCC(C(=O)N[C@@H](Cc2ccccc2)C(=O)O)CC1 (some centres undefined) | 99 | 0
COC(=O)c1cc(/C=N/NC(N)=O)cn1C | 100 | -0.6
COc1cccc(OCCSc2nc(C(C)C)cc(=O)[nH]2)c1 | 101 | -1.6
CCOC(=O)c1ccc(NC(=O)Cn2cnc(S(=O)(=O)N3CCCC3)c2)cc1 | 105 | -0.2
CC(=O)N1c2c(ccc3ccccc23)C(C)=CC1(C)C | 100 | -0.2
CC1CN(C(=O)NC23CC4CC(CC(C4)C2)C3)c2cc(Cl)ccc2O1 (centres undefined) | 105 | 1.6
COC(=O)/C=c1\sc2ncnn2c1=O | 102 | 0.1
Cc1ccc(S(=O)(=O)Nc2cccc(C(=O)N3CCCCC3)c2)cc1 | 106 | 1.4
COc1ccccc1NS(=O)(=O)c1ccc2oc(Nc3ccc(S(=O)(=O)N4CCCCC4)cc3)nc2c1 | 98 | -0.4
CC(C)(C)C(=O)NCC(c1ccco1)N1CCN(c2ccc(F)cc2)CC1 (centres undefined) | 100 | -0.8
CCOc1ccc(-n2c(N)c(C(=O)NCc3cccnc3)sc2=S)cc1 | 99 | -0.7
O=C(c1cccs1)N(Cc1cccnc1)c1nc2c(F)cc(F)cc2s1 | 107 | 0.1
CN1CCN(C(CNC(=O)c2ccccc2F)c2ccc3c(c2)OCO3)CC1 (centres undefined) | 111 | 0.8
Cc1cccc(C)c1NC1=NCCCCC1 | 102 | 0
C=CC[C@@H]1Cc2ccccc2[C@H](CC=C)N1 | 102 | 0.1
COc1ccc(C(=O)CN2Cc3ccccc3C2=N)cc1OC | 99 | -0.6
Cc1c(C(=O)N2CCN(S(=O)(=O)/C=C/c3ccccc3)CC2)oc2ccc(Cl)cc12 | 101 | -0.1
COc1cc2ccc(=O)oc2c(OC(C)=O)c1OC(C)=O | 107 | 0.4
Cc1ccc(NC(=O)N(Cc2cn(C)c3ccccc23)C2CCCCC2)cc1C | 111 | 1
CC(=O)N/N=C/c1cn(-c2ccccc2)nc1-c1cccs1 | 105 | 0.3
Cc1cccc(CS(=O)(=O)c2ncc(Cl)c(C(=O)Nc3nc4ccc(F)cc4s3)n2)c1 | 106 | 0.1
Cn1c(=O)n(C)c2cc(N3CCOCC3)c(NS(=O)(=O)c3ccc(Cl)cc3)cc21 | 102 | -0.8
COc1ccc(NC(=O)c2nc(-c3ccc(C)cc3)n3c2CCCCC3)cc1 | 102 | -1
O=C(Nc1ccccc1)c1cccnc1NCCc1ccccc1 | 99 | -0.1
CC(c1ccco1)N(C(=O)c1cccc(S(=O)(=O)N(C)C)c1)c1ccccn1 (centres undefined) | 103 | 0
Cc1c(F)cccc1NS(=O)(=O)c1cc2c3c(c1)c(C)cc(=O)n3CCC2 | 101 | -0.3
O=C(N/N=C/c1cccnc1)c1ccccc1 | 100 | 0
O=C1CSC(=O)N1CCN1C(=O)S/C(=C\c2ccccc2O)C1=O | 100 | 0
CC(C(=O)NC1CCCC1)n1c2ccccc2c2cnn(C)c(=O)c21 (centres undefined) | 101 | -1.1
Cc1cc(C)nc(SCC(=O)OCN2C(=O)c3ccccc3C2=O)n1 | 103 | 0.2
CCCCN1C(=O)C(O)(c2nnc(-c3ccccc3)o2)c2ccccc21 (centres undefined) | 104 | 0.1
Cc1ccc(C(=O)COC(=O)C2CCC2)cc1 | 103 | 0.2
Clc1ccccc1/C=N/c1c(-c2ccco2)nc2ccccn12 | 101 | -0.1
CCc1ccc(NC(=O)Cn2c(=O)n(Cc3ccco3)c(=O)c3cccnc32)cc1 | 106 | 0.7
CCNC(=O)CC1C(=O)N(c2ccc(C)cc2)C(=O)N1CCC(C)C (centres undefined) | 106 | 0.1
CCc1nc(NCCc2ccccc2)c(C#N)c2c1CCCC2 | 103 | 0.2
O=C(CN1CC(c2ccccc2)CC1=O)NCCc1ccccc1 (centres undefined) | 100 | -1
Cc1cc(C(=O)NN)nn1C | 104 | -0.1
CCOc1cc(/C=N/O)ccc1OCc1cccc(F)c1 | 101 | 0.3

Sorted by formula weight (descending): some entries from above
SMILES | PV pol inh | PV pol inh FP z-score
Cc1c(C(=O)N2CCN(S(=O)(=O)/C=C/c3ccccc3)CC2)oc2ccc(Cl)cc12 | 101 | -0.1
Clc1ccccc1/C=N/c1c(-c2ccco2)nc2ccccn12 | 101 | -0.1
N#Cc1ccccc1NC(=O)COc1ccc2ccc(=O)oc2c1 | 100 | -0.3
O=C(Nc1ccccc1)c1cccnc1NCCc1ccccc1 | 99 | -0.1

Next compounds follow.
SMILES | PV pol inh | PV pol inh FP z-score
CCNC(=S)Nc1c(C)n(C)n(-c2ccccc2)c1=O | 101 | -0.3
NCc1ccccc1-n1ccnc1 | 103 | 0.3
CC1CN(S(=O)(=O)c2cc(C(=O)N(C)Cc3cccs3)ccc2Cl)CC(C)O1 (centres undefined) | 104 | 0
COc1ccc(SCc2nc3ccccc3o2)cc1 | 107 | 0.5
OCc1cn(-c2ccccc2)nc1-c1cccnc1 | 108 | 0.7
Clc1ccccc1OCCSc1nnc(-c2cccs2)o1 | 102 | -0.3
O=C(CCS(=O)(=O)Cc1ccccc1)Nc1nccs1 | 99 | -1.1
O=C(Cn1c(C(=O)NCC2CCCO2)cc2sccc21)c1ccccc1 (centres undefined) | 100 | -0.4
O=C(CSc1nccn1Cc1ccc(Cl)cc1)NCc1ccccc1 | 108 | 0.1
C#CC1(O)CC(C)(C)NC(C)(C)C1 | 100 | -0.1
COc1ccc(COCC(O)CN2CCCC(C)C2)cc1OC (centres undefined) | 100 | 0
N/C(CN1CCCC1=O)=N\O | 102 | 0.1
COc1ccccc1N1CCN(C(=O)CSc2nc3ccccc3nc2Cc2ccc(C)cc2)CC1 | 104 | -0.5
O=C(Nc1ccc(S(=O)(=O)N2CCCCC2)cc1)c1ccccn1 | 104 | 0.1
CC(=O)N1CCc2cc(S(=O)(=O)C(C)CC(=O)N(C)c3ccc(C)cc3)ccc21 (centres undefined) | 103 | 0.3
COc1ccc(NC(=O)CSc2ccc3ccccc3n2)cc1 | 103 | 0.1
COc1ccc(Cn2cc(C(=O)c3ccc(F)cc3)c(=O)c3cc4c(cc32)OCCO4)cc1 | 105 | -0.6
COc1cc(/C=C(\C#N)C(=O)OC(C)C)ccc1O | 115 | 2.2
O=C(O)c1c(NC(=O)C2CCCC2)sc2c1CCC2 | 105 | 0.3
Cc1cccc(Nc2nnc(-c3ccc(C)c(S(=O)(=O)N4CCN(C)CC4)c3)c3ccccc23)c1 | 105 | 0.1

Record cards (already shown).
Shown for `COc1ccc(NC(=O)CSc2ccc3ccccc3n2)cc1` → PV pol inh = 103; PV pol inh FP z-score = 0.1
Shown for `O=C(Cn1c(C(=O)NCC2CCCO2)cc2sccc21)c1ccccc1` (centres undefined) → PV pol inh = 100; PV pol inh FP z-score = -0.4

(further entries)
SMILES | PV pol inh | PV pol inh FP z-score
O=C(COC(=O)c1ccc2c(c1)OCCO2)Nc1ccc(N2CCOCC2)cc1 | 104 | 0.3
O=C(Cc1ccccc1)N1CCN(c2nc3ccccc3o2)CC1 | 105 | 0.1
CCOC(=O)c1c(C)[nH]c(C)c1S(=O)(=O)N1CCCC(C(=O)N2CCN(c3ccccc3)CC2)C1 (centres undefined) | 101 | -0.8
O=C(NCCc1ccccc1)NCCN1CCN(c2ccccc2)CC1 | 107 | 2.8
CCn1ccc2cc(S(=O)(=O)N3CCC(C(=O)NCc4ccc(OC)cc4)CC3)ccc21 | 102 | -1.2
CCOc1ccccc1N(CC)C(=O)Cn1ncc2c1-c1ccccc1OC2 | 106 | 0.4
Cc1ccc(S(=O)(=O)CCl)cc1 | 103 | 0.3
Cc1ccc2nc(Sc3ccccc3)c(/C=C3\SC(=S)N(C)C3=O)c(=O)n2c1 | 87 | -3
CC(C)NC(=O)c1ccc2c(c1)N(Cc1ccccc1F)C(=O)c1ccccc1S2(=O)=O | 101 | -0.1
CCOc1ccc2c(c1)c(=O)c(C(=O)c1ccc(CC)cc1)cn2CC(=O)Nc1ccccc1C | 110 | 0.6
CCc1cccc(NC(=O)CCN2C(=O)c3ccccc3Sc3ncccc32)c1 | 102 | -0.9
COc1ccc(NC(=O)CC2C(=O)N(c3ccc(F)cc3)C(=O)N2Cc2ccco2)cc1 (centres undefined) | 101 | -1.5
Cn1nc(-c2ccccc2)c(-c2ccccc2)c(C(=O)Nc2ccccc2C(N)=O)c1=O | 108 | 0.6
COc1ccc(-n2c(SCC(=O)N3CCCc4ccccc43)nc3c([nH]c4ccccc43)c2=O)cc1 | 109 | 0.4
CCN(C(=O)CSc1ccc(NC(C)=O)cc1)C1CCS(=O)(=O)C1 (centres undefined) | 106 | 0.5
CCCN1CCC(NC(=O)c2ccc(F)cc2Cl)CC1 | 102 | 0
CC1SCC(=O)N(CC(=O)NCc2ccc(F)cc2)C1=O (centres undefined) | 99 | -0.6
COCCn1c(SCC(=O)c2c[nH]c3ccccc23)nc2cc(C(=O)NCC(C)C)ccc2c1=O | 106 | -0.2
Cc1ccc(S(=O)(=O)CC(=O)Nc2sc3c(c2C(N)=O)CCCC3)cc1 | 110 | 0.7
O=C(CCC(=O)c1cccs1)OC1CCOC1=O (centres undefined) | 91 | -1.7
Fc1ccc(C(Nc2ccc(Cl)c(C(F)(F)F)c2)c2nnc(-c3ccccc3)o2)cc1 (centres undefined) | 102 | -1
Cc1cc(C#N)c(SCC(N)=O)nc1-c1ccc(F)cc1 | 101 | -0.2
O=C(O)CCn1c(=O)c2cccn2c2cccnc21 | 108 | 0.3
COc1ccc(CNC(=O)Cc2c(C(=O)O)c(C)cn2C)cc1 | 110 | 0.7
O=C(Nc1cc(-c2cccs2)nn1-c1ccc(I)cc1)C1CCC1 | 101 | 0
Cc1ccc(Cn2cc(CCC(=O)N3CCc4ccccc43)c3ccccc32)cc1 | 107 | 0.9
Cn1c2ccc(F)cc2c2nnc(NN)nc21 | 102 | 0.2
O=C(OCC(=O)N1CCCc2ccccc21)c1cc2ccccc2oc1=O | 104 | 0.2
CCOC(=S)Nc1cccc(C(F)(F)F)c1 | 98 | -0.4
N#C/C(=C\c1ccc(/C=C(\C#N)S(=O)(=O)c2ccccc2)cc1)S(=O)(=O)c1ccccc1 | 112 | 1.8
CN(C)c1ccc(C(=O)NCCN2C(=O)S/C(=C\c3ccc4c(c3)OCO4)C2=O)cc1 | 110 | 1.1
c1ccc(Sc2ncnc3ccsc23)nc1 | 101 | 0
c1ccc2oc(-c3csc(NCC4CCCO4)n3)cc2c1 (centres undefined) | 101 | 0
CC(C(=O)NCc1ccc2c(c1)OCO2)N1CCN(c2ccccc2F)CC1 (centres undefined) | 105 | 0.3
CCOC(=O)c1c(SC)nc2c(C(F)(F)F)cccc2c1Oc1ccc(OC)cc1 | 102 | -0.3
Cc1ccc(CNC(=O)CC2CCCC2)cc1 | 105 | 1
COc1ccc(N2CCN(C(=O)CS(=O)(=O)c3cccc4nsnc34)CC2)cc1 | 107 | -0.1
O=C(NCCc1nc2ccccc2[nH]1)c1ccc(F)cc1 | 102 | 0.2

Given field by field: 4 of the compounds above.
O=C(OCC(=O)N1CCCc2ccccc21)c1cc2ccccc2oc1=O
  PV pol inh: 104 | PV pol inh FP z-score: 0.2

CCOC(=S)Nc1cccc(C(F)(F)F)c1
  PV pol inh: 98 | PV pol inh FP z-score: -0.4

N#C/C(=C\c1ccc(/C=C(\C#N)S(=O)(=O)c2ccccc2)cc1)S(=O)(=O)c1ccccc1
  PV pol inh: 112 | PV pol inh FP z-score: 1.8

CN(C)c1ccc(C(=O)NCCN2C(=O)S/C(=C\c3ccc4c(c3)OCO4)C2=O)cc1
  PV pol inh: 110 | PV pol inh FP z-score: 1.1

Not all compounds are listed, so the mix of outcomes need not match the whole.
